Bioassay records: PubChem, several laboratories
proCasp7 act: procaspase-7 activators, primary screen, counter-screen for procaspase-3 activator project, biochemical, absorbance, HTS, human | AID 463210, 2010 | 330,000 compounds, 0.093% hits | recombinant procaspase-7, Ac-DEVD-pNA absorbance 405 nm; D23A/D198A/D206A triple mutant, cannot self-cleave; scale: DMSO 0, 5 µM enzyme 100 | activation, % at 8.5 µM | Caspase-7 (Homo sapiens), P55210;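 active = percent activation above the screen-wide mean plus 3 SD, cut at about 25% in these data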
Target sequence (P55210 whole entry D23A/D198A/D206A): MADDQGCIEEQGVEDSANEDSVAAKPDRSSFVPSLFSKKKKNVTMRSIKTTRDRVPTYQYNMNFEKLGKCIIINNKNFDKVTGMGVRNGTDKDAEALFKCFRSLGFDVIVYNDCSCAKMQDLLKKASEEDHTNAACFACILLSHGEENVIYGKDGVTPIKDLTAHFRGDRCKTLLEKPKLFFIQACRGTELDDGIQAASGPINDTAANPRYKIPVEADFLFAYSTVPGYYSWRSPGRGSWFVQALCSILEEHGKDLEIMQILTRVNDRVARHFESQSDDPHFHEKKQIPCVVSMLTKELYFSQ
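signal = Epi-absorbance of released pNA at 405 nm, two timepoints | assay system = Uncleavable procaspase-7 mutant enzyme | reagent = Ac-DEVD-pNA substrate, 400 µM as added | times = 1 h enzyme–compound preincubation and 2 h substrate reaction, both 25 °C | benchmarks = low DMSO alone, high DMSO plus 5 µM PC-7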
LAP4-GFP MLPCN: modulators of LAP4-GFP expression in yeast, primary screen, S. cerevisiae, multiplex flow cytometry, MLPCN library; AID 2023, 2009; 320,000 compounds, 0.34% hits; GFP response vs DMSO, % at 10 µM; 3 h; median GFP as percent of DMSO wells;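 active = GFP response vs DMSO above a set limit, about the screen mean plus 3 SD, cut at about 150% in these data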
procasp3 activ: activators of human procaspase-3 D3A mutant, primary screen, biochemical, absorbance, PC-3 D3A mutant, single concentration; Caspase-3 (Homo sapiens), P42574; recombinant procaspase-3 D3A, Ac-DEVD-pNA absorbance 405 nm; activation, % at 8.5 µM; 330,000 compounds, 0.11% hits;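 active = activation above the mean of all tested compounds plus 3 SD, cut at about 21% in these data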;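 note: 0% = DMSO alone and 100% = DMSO wells spiked with extra 5 µM PC-3 D3A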
Target sequence (P42574 whole entry D9A/D28A/D175A): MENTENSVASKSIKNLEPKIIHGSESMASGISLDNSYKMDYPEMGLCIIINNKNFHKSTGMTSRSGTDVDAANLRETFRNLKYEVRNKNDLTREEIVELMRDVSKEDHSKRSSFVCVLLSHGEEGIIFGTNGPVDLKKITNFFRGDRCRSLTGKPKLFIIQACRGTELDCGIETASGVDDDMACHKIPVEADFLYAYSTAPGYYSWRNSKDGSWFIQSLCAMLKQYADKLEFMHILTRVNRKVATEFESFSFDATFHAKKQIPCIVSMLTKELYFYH
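Assay system: Procaspase-3 D3A mutant, all three cleavage aspartates alanine. Buffer or medium: Zinc-free HEPES saline buffer with Triton X-100. Times: 1 h compound preincubation, 2 h substrate hydrolysis at 25 °C. Measured by: 405 nm absorbance of p-nitroaniline, reads at 0 and 120 min. Read-out basis: percent activation relative to control range. Replicates: singlicate.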
RPL19A-GFP yeast: RPL19A-GFP expression modulators in yeast, primary screen, cell-based, S. cerevisiae, multiplex flow cytometry, MLPCN. S. cerevisiae RPL19A-GFP strain, 3 h; active compounds read low. percent response vs DMSO, % at 10 µM. 330,000 compounds, 0.3% hits. AID 2025, 2009;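 active = percent response vs DMSO below 50%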;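 note: median channel GFP fluorescence of the barcoded RPL19A-GFP strain; ratio of sample median GFP to plate DMSO average so 100% = DMSO; lower means less RPL19A-GFP as with rapamycin TOR inhibition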
GASC-1 inh: inhibitors of GASC-1 histone demethylase, primary screen, biochemical, fluorescence, DELFIA europium. 330,000 compounds, 0.069% hits. AID 2099, 2009. inhibition, % at 2.35 µM. GST-JMJD2C(1-420) H3K9me3 demethylation;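 active = more than half of a compound's replicate wells show inhibition beyond 50%, single wells judged on their own value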;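 note: signal counts dimethyl H3K9 product captured on neutravidin plate; 0% = median of DMSO wells and 100% = 0.3 times that DMSO median; strong numbers were not always called active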
Target sequence (Q9H3R0 1-420 limits assumed): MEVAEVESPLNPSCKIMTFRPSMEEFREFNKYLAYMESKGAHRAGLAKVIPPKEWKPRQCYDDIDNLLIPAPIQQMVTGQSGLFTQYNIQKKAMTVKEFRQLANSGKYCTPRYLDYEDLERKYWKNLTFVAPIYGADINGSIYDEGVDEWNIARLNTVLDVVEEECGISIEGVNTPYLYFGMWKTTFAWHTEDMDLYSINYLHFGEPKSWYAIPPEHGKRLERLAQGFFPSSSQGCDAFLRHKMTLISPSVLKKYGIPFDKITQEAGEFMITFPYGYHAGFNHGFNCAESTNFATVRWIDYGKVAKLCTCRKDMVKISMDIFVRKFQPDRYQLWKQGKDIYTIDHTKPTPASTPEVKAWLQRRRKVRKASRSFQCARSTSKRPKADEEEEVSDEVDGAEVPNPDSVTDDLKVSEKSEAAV
MEP2 TOR yeast: modulators of MEP2-GFP levels in yeast, primary screen, S. cerevisiae, multiplex flow cytometry, MLPCN library; AID 2016, 2009; S. cerevisiae MEP2-GFP strain, 3 h; 100% = DMSO control level; 330,000 compounds, 0.51% hits; GFP response vs DMSO, % at 10 µM;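 active = GFP response versus DMSO above a set limit, roughly screen mean plus 3 SD, cut at about 180% in these data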;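 note: median GFP fluorescence of the barcode-gated MEP2-GFP cells per well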
Yeast superoxide: reduction of superoxide in aged yeast, primary screen, HTS; S. cerevisiae aged cells, superoxide DHE fluorescence; active compounds read low; superoxide response (% of plate mean), % at 10 µM; 330,000 compounds, 0.18% hits; AID 2690, 2010;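 active = superoxide response under a set limit, about three screen SD below normal, cut at about 65% in these data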;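 note: yeast aged for seven days with compound at 30 °C before DHE staining; 100% = average MFI of all compound-treated wells on the plate with controls excluded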
AHR act: AHR activators, primary screen, cell-based, luminescence, luciferase reporter, human | Aryl hydrocarbon receptor (Homo sapiens), P35869 | 320,000 compounds, 2.5% hits | AHR-responsive luciferase reporter cells | activation, % at 5 µM; in the data active = activation above about 47%;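 note: 0% = vehicle wells and 100% = reference agonist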
Starred values were filed as active, the others as inactive. The order is random, and some 3.8% of all compounds hit somewhere here.

Screening CCC(C)NC(=O)c1ccccc1NC(=O)CN(c1ccc(OC)cc1)S(C)(=O)=O (stereo unspecified) returned proCasp7 act 7, LAP4-GFP MLPCN 111, procasp3 activ 12, RPL19A-GFP yeast 102, GASC-1 inh 1, MEP2 TOR yeast 117, Yeast superoxide 108 and AHR act 1.
Screening O=C(O)CSc1nccc2ccccc12 returned proCasp7 act 8, LAP4-GFP MLPCN 108, procasp3 activ -7, RPL19A-GFP yeast 102, GASC-1 inh -1, MEP2 TOR yeast 102, Yeast superoxide 117 and AHR act 3.
For Cc1ccc(NC(=O)C(C)OC(=O)CCC2CCCCC2)cc1 (stereo unspecified) the results were proCasp7 act 1, LAP4-GFP MLPCN 96, procasp3 activ 6, RPL19A-GFP yeast 101, GASC-1 inh 2, MEP2 TOR yeast 103, Yeast superoxide 88 and AHR act -1.
For Cc1cc(S(=O)(=O)NCC(c2ccc(F)cc2)N2CCN(C)CC2)ccc1F (stereo unspecified) the results were proCasp7 act 8, LAP4-GFP MLPCN 101, procasp3 activ 7, RPL19A-GFP yeast 99, GASC-1 inh 54, MEP2 TOR yeast 101, Yeast superoxide 97 and AHR act 0.
For COc1cc(C(=O)CCN2CCC(c3ccccc3)C2)cc(OC)c1OC (stereo unspecified) the results were proCasp7 act -30, LAP4-GFP MLPCN 100, procasp3 activ -20, RPL19A-GFP yeast 105, GASC-1 inh -3, MEP2 TOR yeast 109, Yeast superoxide 91 and AHR act -3.
Cc1ccc(S(=O)(=O)Cn2nnnc2CN2CCN(C(=O)c3ccco3)CC2)cc1 was read as proCasp7 act 20, LAP4-GFP MLPCN 94, procasp3 activ 0, RPL19A-GFP yeast 95, GASC-1 inh 2, MEP2 TOR yeast 96, Yeast superoxide 100 and AHR act -1.
CC(=O)c1oc2ccccc2c1NC(=O)CN1CCCCC1 was read as proCasp7 act 2, LAP4-GFP MLPCN 97, procasp3 activ 4, RPL19A-GFP yeast 99, GASC-1 inh 3, MEP2 TOR yeast 104, Yeast superoxide 91 and AHR act 8.
For Clc1ccc(Cn2cc(/C=N/n3cnnc3)c3ccccc32)c(Cl)c1 the results were proCasp7 act 7, LAP4-GFP MLPCN 102, procasp3 activ 6, RPL19A-GFP yeast 102, GASC-1 inh 5, MEP2 TOR yeast 104, Yeast superoxide 104 and AHR act 7.
For CCN(CC)CCn1c2ccccc2c2n[nH]c(=S)nc21 the results were proCasp7 act -33, LAP4-GFP MLPCN 99, procasp3 activ -24, RPL19A-GFP yeast 109, GASC-1 inh -5, MEP2 TOR yeast 114, Yeast superoxide 96 and AHR act 9.
For CNC(=O)c1cc(OCC(F)(F)F)ccc1OCC(F)(F)F the results were proCasp7 act 11, LAP4-GFP MLPCN 91, procasp3 activ 13, RPL19A-GFP yeast 95, GASC-1 inh 3, MEP2 TOR yeast 103, Yeast superoxide 101 and AHR act 3.
For CC12CCC(=O)N1C(C(=O)NCc1ccc(Cl)cc1Cl)CS2 (stereo unspecified) the results were proCasp7 act 0, LAP4-GFP MLPCN 113, procasp3 activ 6, RPL19A-GFP yeast 100, GASC-1 inh -6, MEP2 TOR yeast 99, Yeast superoxide 89 and AHR act 0.
`COc1ccc([N+](=O)[O-])cc1NC(=O)CC1SC(=Nc2cccc(C)c2C)N(/N=C/c2cccc(OC)c2OC)C1=O` (stereo unspecified) gave proCasp7 act 5, LAP4-GFP MLPCN 108, procasp3 activ -8, RPL19A-GFP yeast 96, GASC-1 inh -2, MEP2 TOR yeast 113, Yeast superoxide 91 and AHR act 1.
Screening COC(=O)[C@@]12CCCCN1[C@H](c1ccc(-c3ccc(F)cc3)c(OC)c1)[C@@H]1C(=O)N(C)C(=O)[C@@H]12 returned proCasp7 act 3, LAP4-GFP MLPCN 108, procasp3 activ 4, RPL19A-GFP yeast 99, GASC-1 inh 11, MEP2 TOR yeast 100, Yeast superoxide 102 and AHR act 1.
COc1ccc(OC)c(NC(=O)Cn2nc(C)c3ccccc3c2=O)c1 was read as proCasp7 act 17, LAP4-GFP MLPCN 96, procasp3 activ 7, RPL19A-GFP yeast 98, GASC-1 inh 0, MEP2 TOR yeast 103, Yeast superoxide 97 and AHR act 8.
`O=S(=O)(c1ccccc1)c1cnn2c(C(F)(F)F)cc(-c3ccccc3)nc12` gave proCasp7 act -14, LAP4-GFP MLPCN 92, procasp3 activ 3, RPL19A-GFP yeast 87, GASC-1 inh -3, MEP2 TOR yeast 103, Yeast superoxide 94 and AHR act 2.
Screening CCCCn1c(N)c(N(CCOC)C(=O)COc2c(C)cccc2C)c(=O)[nH]c1=O returned proCasp7 act 1, LAP4-GFP MLPCN 104, procasp3 activ -7, RPL19A-GFP yeast 103, GASC-1 inh -11, MEP2 TOR yeast 110, Yeast superoxide 86 and AHR act 0.
For CC(C)c1ccc2[nH]c3c(c2c1)CCCC3=O the results were proCasp7 act -8, LAP4-GFP MLPCN 93, procasp3 activ -4, RPL19A-GFP yeast 106, GASC-1 inh 3, MEP2 TOR yeast 105, Yeast superoxide 110 and AHR act 2.
Screening c1ccc2c(NCC3CCCO3)nc(N3CCCCC3)nc2c1 (stereo unspecified) returned proCasp7 act 3, LAP4-GFP MLPCN 92, procasp3 activ 3, RPL19A-GFP yeast 103, GASC-1 inh 7, MEP2 TOR yeast 102, Yeast superoxide 94 and AHR act 4.
For Cc1cc(NCCO)c2cc(O)ccc2n1 the results were proCasp7 act 16, LAP4-GFP MLPCN 100, procasp3 activ 15, RPL19A-GFP yeast 97, GASC-1 inh -10, MEP2 TOR yeast 101, Yeast superoxide 104 and AHR act 5.
CN1CCN(C(=S)NC(=O)c2ccc(-c3ccccc3)cc2)CC1 was read as proCasp7 act -4, LAP4-GFP MLPCN 100, procasp3 activ -9, RPL19A-GFP yeast 92, GASC-1 inh -7, MEP2 TOR yeast 93, Yeast superoxide 107 and AHR act 0.
CC1CCCCN1S(=O)(=O)c1ccc(N(C(=O)c2cnccn2)C(C(=O)NC2CCCCC2)c2cccs2)cc1 (stereo unspecified) was read as proCasp7 act 11, LAP4-GFP MLPCN 99, procasp3 activ -4, RPL19A-GFP yeast 98, GASC-1 inh 4, MEP2 TOR yeast 104, Yeast superoxide 79 and AHR act 2.
For CC(C)NC(=O)C(=O)NNC(=O)CCc1ccccc1 the results were proCasp7 act 3, LAP4-GFP MLPCN 105, procasp3 activ -3, RPL19A-GFP yeast 103, GASC-1 inh -1, MEP2 TOR yeast 104, Yeast superoxide 97 and AHR act 1.
`Cc1cccn2c(=O)c3cc(C#N)c(=NC(=O)c4cccs4)n(CCCOC(C)C)c3nc12` gave proCasp7 act -3, LAP4-GFP MLPCN 109, procasp3 activ -8, RPL19A-GFP yeast 96, GASC-1 inh 0, MEP2 TOR yeast 98, Yeast superoxide 116 and AHR act 9.
For COc1ccc(N=CC2=C(Nc3ccc(OC)cc3)c3c(C)nn(-c4ccccn4)c3CC2)cc1 the results were proCasp7 act -22, LAP4-GFP MLPCN 100, procasp3 activ -21, RPL19A-GFP yeast 97, MEP2 TOR yeast 94, Yeast superoxide 116 and AHR act 11.
For CCC1CCCCN1CCCNC(=O)c1cn(C)c2ccc(S(=O)(=O)N(C)C3CCCCC3)cc2c1=O (stereo unspecified) the results were proCasp7 act 12, LAP4-GFP MLPCN 85, procasp3 activ 11, RPL19A-GFP yeast 88, GASC-1 inh 29, MEP2 TOR yeast 92, Yeast superoxide 104 and AHR act -1.
CS(=O)(=O)N(CC(=O)N1CCN(c2ccccc2F)CC1)c1ccc2c(c1)OCCO2 was read as proCasp7 act 2, LAP4-GFP MLPCN 100, procasp3 activ -2, RPL19A-GFP yeast 97, GASC-1 inh 9, MEP2 TOR yeast 101, Yeast superoxide 89 and AHR act -1.
`CCCOc1cccc(C(=O)NCCNC(=O)c2ccc(C)nc2)c1` gave proCasp7 act 8, LAP4-GFP MLPCN 91, procasp3 activ 3, RPL19A-GFP yeast 105, GASC-1 inh 0, MEP2 TOR yeast 100, Yeast superoxide 90 and AHR act 4.
Screening COCCNC(=O)CSc1ccc(Cl)cc1 returned proCasp7 act -4, LAP4-GFP MLPCN 104, procasp3 activ -4, RPL19A-GFP yeast 108, GASC-1 inh -9, MEP2 TOR yeast 105, Yeast superoxide 146 and AHR act 3.
`Cc1ccc(-c2c(C(=O)N/N=C/c3cccc(Cl)c3)nnn2-c2nonc2N)cc1` gave proCasp7 act 10, LAP4-GFP MLPCN 115, procasp3 activ 2, RPL19A-GFP yeast 101, GASC-1 inh 1, MEP2 TOR yeast 145, Yeast superoxide 99 and AHR act 0.
Screening O=C(NC(=S)N1CCCCC1CO)c1cccs1 (stereo unspecified) returned proCasp7 act -19, LAP4-GFP MLPCN 89, procasp3 activ -7, RPL19A-GFP yeast 95, GASC-1 inh 1, MEP2 TOR yeast 98, Yeast superoxide 94 and AHR act 7.
For Nc1ncnc2c1nc(Br)n2[C@@H]1O[C@@H]2COP(=O)(O)O[C@H]2[C@H]1O the results were proCasp7 act -8, LAP4-GFP MLPCN 114, procasp3 activ 0, RPL19A-GFP yeast 108, GASC-1 inh 2, MEP2 TOR yeast 111, Yeast superoxide 110 and AHR act -2.
Screening CN(C)S(=O)(=O)c1ccc(NC(=O)C2COc3ccccc3O2)cc1 (stereo unspecified) returned proCasp7 act 1, LAP4-GFP MLPCN 102, procasp3 activ -1, RPL19A-GFP yeast 96, GASC-1 inh 10, MEP2 TOR yeast 95, Yeast superoxide 105 and AHR act 7.
For CS(=O)(=O)Nc1ccc(S(=O)(=O)NC2CCCCC2)cc1 the results were proCasp7 act -10, LAP4-GFP MLPCN 101, procasp3 activ 1, RPL19A-GFP yeast 95, GASC-1 inh -29, MEP2 TOR yeast 95, Yeast superoxide 104 and AHR act 2.
COc1ccc(NC(=O)c2ccc(C)cc2)c(OC)c1 was read as proCasp7 act 3, LAP4-GFP MLPCN 98, procasp3 activ -2, RPL19A-GFP yeast 92, GASC-1 inh 2, MEP2 TOR yeast 97, Yeast superoxide 105 and AHR act 120*.

Of the compounds above, two have an aryl thioether with sulfur outside any ring.
Screening O=C(O)CSc1nccc2ccccc12 returned proCasp7 act 8, LAP4-GFP MLPCN 108, procasp3 activ -7, RPL19A-GFP yeast 102, GASC-1 inh -1, MEP2 TOR yeast 102, Yeast superoxide 117 and AHR act 3.
Screening COCCNC(=O)CSc1ccc(Cl)cc1 returned proCasp7 act -4, LAP4-GFP MLPCN 104, procasp3 activ -4, RPL19A-GFP yeast 108, GASC-1 inh -9, MEP2 TOR yeast 105, Yeast superoxide 146 and AHR act 3.
